Wee1 stabilizer: blocks degradation of human Wee1 kinase. reporter increase, % at 5 µM. hit rate 1.2% among 220,000. P30291. AID 1321. HeLa Luc-Wee1K328M stability, luciferase luminescence; 100% = proteasome inhibitor MG132 effect;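 active means activation above the mean of all tested compounds plus 3 SD, set per screening run, cut at about 8.8% in these data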;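 further: cells exposed to compound for 20 h before luminescence read; 0% = DMSO alone and 100% = MG132 at 30 µM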
S1P4 antag: human S1P4 receptor antagonism | O95977 | S1P4-expressing cells, antagonist mode, reporter read-out | inhibition, % at 4.98 µM | hit rate 0.26% among 220,000 | AID 1510; in the data active means inhibition above about 29%;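 further: 0% = wells stimulated with agonist and 100% = vehicle wells without agonist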
Ba/F3 V617F tox: loss of viability in JAK2V617F-driven Ba/F3 cells. inhibition, % at 5.6 µM. Ba/F3 EpoR-JAK2V617F viability, ATP luminescence. hit rate 1.1% among 220,000. AID 1446;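 active means inhibition above the campaign mean plus 3 SD over all tested compounds, cut at about 24% in these data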;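 further: cytokine-independent growth of Ba/F3 cells driven by EpoR plus mutant JAK2; 0% = DMSO-treated cells and 100% = JAK inhibitor I control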
BaF3 tox: parental Ba/F3 viability inhibition as JAK2V617F counter-screen; CellTiter-Glo ATP luminescence; inhibition, % at 5.6 µM; hit rate 1.1% among 220,000; AID 1486;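 active means inhibition above a per-campaign cutoff, the mean inhibition of all tested compounds plus 3 SD, cut at about 27% in these data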;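 further: 0% = DMSO wells and 100% = JAK Inhibitor I control wells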
Mdm2 ligase inh: blocks human Mdm2 ubiquitin ligase activity; signal enhancement, % at 5 µM; hit rate 0.11% among 210,000; cell-based MDM2 ubiquitination luciferase reporter, 2 h; 0 = plate control, 100 = twice control, blank-subtracted; AID 1230;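 active means signal enhancement of 30% or more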;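 further: luminescence tracks abundance of the self-degrading MDM2-luciferase fusion protein; higher signal means inhibition of MDM2 E3 ligase activity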
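Buffer or medium: Cells held in DMEM | Assay system: Stable mammalian line carrying autodegrading MDM2–luciferase fusion reporter | Quantity: 2000 cells/well | Times: 4 h settle plus 2 h compound, 37 °C | Doses: One concentration, 5 µM, with 0.2% DMSO | Technique: Luminescence with SteadyLite reagent, 15 min at room temperature | Benchmarks: Plate controls and plate blanks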
NPY-Y2 PAM-ag: potentiates or activates human NPY-Y2 receptor; hit rate 0.45% among 220,000; cells expressing NPY-Y2, potentiator/agonist read-out; AID 1359; activation, % at 3.6 µM; P49146; in the data active means activation above about 27%;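 further: cells stimulated with NPY near EC25 plus isoproterenol at EC100; 0% = vehicle plus submaximal agonist and 100% = vehicle plus saturating agonist; some results beyond the cut were filed as inactive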
PERK inhibitor: human PERK inhibition, primary cell-based screen. Q9NZJ5. CHO PERK-DD fusion, SEAP luminescence translation reporter. inhibition, % at 5.6 µM. hit rate 0.17% among 220,000;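 active means inhibition above the mean inhibition of all tested compounds plus 3 SD, set separately per screening campaign, cut at about 2.9% in these data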;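 further: PERK kinase domain activated by AP20187 dimerizer at 100 nM; 0% = DMSO with dimerizer and 100% = rapamycin at 8.4 µM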
Target sequence (Q9NZJ5 whole entry, looked up, the tested form may be a part): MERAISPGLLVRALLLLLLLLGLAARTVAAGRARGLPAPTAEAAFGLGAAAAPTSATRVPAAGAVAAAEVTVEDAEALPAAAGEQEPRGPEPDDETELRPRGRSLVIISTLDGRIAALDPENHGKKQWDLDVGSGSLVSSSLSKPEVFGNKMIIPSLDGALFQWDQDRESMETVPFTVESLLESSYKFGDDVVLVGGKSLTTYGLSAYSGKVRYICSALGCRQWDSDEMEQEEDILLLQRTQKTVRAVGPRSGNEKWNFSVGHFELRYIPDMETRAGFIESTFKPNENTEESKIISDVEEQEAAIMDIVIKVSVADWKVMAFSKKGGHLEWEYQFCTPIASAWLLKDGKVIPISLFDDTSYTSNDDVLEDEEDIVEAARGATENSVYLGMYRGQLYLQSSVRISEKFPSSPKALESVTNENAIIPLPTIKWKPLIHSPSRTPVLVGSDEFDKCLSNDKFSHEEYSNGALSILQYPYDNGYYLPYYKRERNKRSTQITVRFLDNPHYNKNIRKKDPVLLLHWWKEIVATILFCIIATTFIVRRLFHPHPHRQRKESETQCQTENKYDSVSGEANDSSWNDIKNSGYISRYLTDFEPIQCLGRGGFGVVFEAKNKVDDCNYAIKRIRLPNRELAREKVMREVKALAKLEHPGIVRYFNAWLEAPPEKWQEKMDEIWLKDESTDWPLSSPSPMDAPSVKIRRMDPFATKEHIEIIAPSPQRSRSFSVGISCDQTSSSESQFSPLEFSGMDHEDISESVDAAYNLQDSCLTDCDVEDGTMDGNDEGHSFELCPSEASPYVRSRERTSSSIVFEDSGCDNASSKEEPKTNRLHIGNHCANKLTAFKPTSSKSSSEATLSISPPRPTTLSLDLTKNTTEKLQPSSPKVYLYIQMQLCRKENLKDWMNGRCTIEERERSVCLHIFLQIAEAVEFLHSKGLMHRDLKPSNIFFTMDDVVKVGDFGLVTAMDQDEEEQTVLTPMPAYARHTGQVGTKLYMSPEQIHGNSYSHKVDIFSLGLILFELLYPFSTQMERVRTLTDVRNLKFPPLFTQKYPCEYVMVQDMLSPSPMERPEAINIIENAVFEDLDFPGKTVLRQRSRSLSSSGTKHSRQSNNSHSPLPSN
eIF4E-4G inh: blocks eIF4E binding to eIF4G. TR-FRET eIF4E-eIF4GI(517-606) binding, 2 h. hit rate 0.37% among 220,000. AID 782. inhibition, % at 21.7 µM. P63073+Q04637;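 active means inhibition above about 30%, limit read from the data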;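 further: 0% = full FRET control wells and 100% = background wells lacking eIF4GI fragment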
S1P4 agonist: agonists of human S1P4 receptor. O95977. S1P4-expressing cell line, agonist reporter assay. activation, % at 4.98 µM. hit rate 0.35% among 220,000. AID 1509; in the data active means activation above about 11%;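 further: 0% = DMSO vehicle and 100% = reference agonist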
* marks the source's active call; other numbers are inactive results; · = not tested or not shown; [ ] = another dose, or the depositor's remark.

smiles,Wee1 stabilizer,Mdm2 ligase inh,NPY-Y2 PAM-ag,S1P4 agonist,Ba/F3 V617F tox,eIF4E-4G inh,BaF3 tox,S1P4 antag,PERK inhibitor
CCOC(=O)N1CCN(C/C(C)=C/c2ccccc2)CC1,0,-2,0,1.4,0,10,5,7,-0.1
CS(=O)(=O)N(Cc1ccc(C(=O)NN=C2CCCC2)cc1)c1ccccc1,9.3*,-1,2,0.9,-2,-5[fluorescence artefact?],2,2,0.5
O=C(CCc1ccc(S(=O)(=O)N2CCOCC2)cc1)NCCCN1CCCC1=O,1,-9,14,1.3,-5,-5,-1,-12,0.4
Cc1cc(=O)oc2cc(O)c(N=Nc3ccccc3)cc12,9.4*,1,0,-0.3,0,-1,-1,9,0.8
CC(=O)Nc1ccc(S(=O)(=O)N2CCN(S(=O)(=O)N3CCCCC3)CC2)cc1,5,-22,-11,4.7,-2,5,1,-14,0.6
N/C(=N\N=C\c1ccc(O)cc1)c1nonc1N,7,-28,2,-0.3,0,0,-1,-1,0.7
NC(=O)COC(=O)/C=C/c1ccc(S(=O)(=O)N2CCCCCC2)cc1,-1,-12,-4,-2.3,3,1,6,-10,0.6
COc1ccc(-c2nnc(SCc3c(C)noc3C)n2N)cc1OC,0,-13,-16,1.0,-1,-22,4,-5,0.2
CCC1C(=O)CC(c2ccccc2)NC1c1ccccc1 (stereo not drawn),2,-17,0,1.0,-2,0,0,5,0.4
O=C(COC(=O)c1cccnc1Cl)c1ccc(OC(F)F)cc1,-2,-2,2,0.5,0,0,4,-13,0.4
COc1ccc(C2NC(=S)N(c3ccccc3)C(C)=C2C(=O)Nc2ccccc2)cc1 (stereo not drawn),-1,-13,22,-0.3,-1,-11,8,-4,-1.8
Cn1c(C2=C(O)CN(c3ccc4c(c3)OCCO4)C2=N)nc2ccccc21,-1,-70,-10,-0.3,-2,-1,4,-10,0.8
O=C(Nc1ccc2c(c1)OCCO2)C1CCN(c2ncccn2)CC1,-1,-10,8,2.5,-3,1,2,15,0.6
COc1ccccc1/C=C\C=N\NC(=O)CCn1nnc2ccccc21,0,-2,-9,1.8,-2,1,4,-11,-0.6
O=C(NCCN1CCc2ccccc2C1)C1CCN(S(=O)(=O)N2CCCCC2)CC1,-2,-17,-10,-2.0,-4,0,2,-3,0.3

Wee1 stabilizer, hit marks shown above.
Molecule	Wee1 stabilizer	Mdm2 ligase inh	NPY-Y2 PAM-ag	S1P4 agonist	eIF4E-4G inh	S1P4 antag	PERK inhibitor
CS(=O)(=O)N(Cc1ccc(C(=O)NN=C2CCCC2)cc1)c1ccccc1	9.3*	-1	2	0.9	-5[fluorescence artefact?]	2	0.5
Cc1cc(=O)oc2cc(O)c(N=Nc3ccccc3)cc12	9.4*	1	0	-0.3	-1	9	0.8

Individual results from the entries so far.
`Cn1c(C2=C(O)CN(c3ccc4c(c3)OCCO4)C2=N)nc2ccccc21` – Ba/F3 V617F tox: -2
`O=C(CCc1ccc(S(=O)(=O)N2CCOCC2)cc1)NCCCN1CCCC1=O` – Mdm2 ligase inh: -9
`NC(=O)COC(=O)/C=C/c1ccc(S(=O)(=O)N2CCCCCC2)cc1` – Ba/F3 V617F tox: 3
`COc1ccc(-c2nnc(SCc3c(C)noc3C)n2N)cc1OC` – eIF4E-4G inh: -22
`Cc1cc(=O)oc2cc(O)c(N=Nc3ccccc3)cc12` – BaF3 tox: -1
`COc1ccccc1/C=C\C=N\NC(=O)CCn1nnc2ccccc21` – Mdm2 ligase inh: -2

The list goes on:
smiles,Wee1 stabilizer,Mdm2 ligase inh,NPY-Y2 PAM-ag,S1P4 agonist,Ba/F3 V617F tox,eIF4E-4G inh,BaF3 tox,S1P4 antag,PERK inhibitor
CCOc1ccc2nc(NC(=O)C3CCCN(S(=O)(=O)c4cccc5nonc45)C3)sc2c1 (stereo not drawn),0,-3,9,3.2,-7,-1,1,-19,0.3
Cc1occc1-c1nnc(SCc2nnc(-c3ccc(Cl)cc3)o2)n1C,2,-13,-8,-1.9,-2,3,1,-14,-0.7
Nc1sc(-c2ccccc2)n[n+]1Cc1cccc2cccnc12,5,·,-29,0.6,5,-6,-14,-1,0.1
O=c1c2ccccc2nc2n1CCC2O (stereo not drawn),-1,-10,-8,0.3,3,-2,-9,-5,-0.5
O=C(NCCCCCCNC(=O)C1CCCC1)C1CCCC1,0,2,2,1.8,2,6,1,9,0.6
Cc1ccc2oc(=O)c3cnn(CC(=O)NCCCOC(C)C)c3c2c1,-1,-12,0,-2.2,-6,6,0,-8,0.9
O=C(C(Cc1ccccc1)n1cccc1)N1CCN(c2cccc(Cl)c2)CC1 (stereo not drawn),0,-8,-4,0.9,-4,-1[fluorescence artefact?],3,-1,0.2
CC(C)=CCC/C(C)=C/C(N)=O,0,-8,-7,-0.5,0,0,-5,-1,1.0
CC(C)CNS(=O)(=O)c1ccc(CCC(=O)O)cc1,1,-3,1,-1.2,-5,2,-1,-13,0.2
O=C(CN(c1ccccc1Cl)S(=O)(=O)c1ccccc1)N/N=C/c1ccccc1C(=O)O,1,-14,-12,0.2,4,2,10,5,0.2
Cc1sc2c(c1C)C(=O)/C(=C\Nc1ccccn1)S(=O)(=O)N2C,-1,-14,-12,-0.6,2,4,-5,-10,1.3
Cc1ccc(S(=O)(=O)NCc2nc3ccccc3[nH]2)cc1,-2,-29,-3,-1.7,-2,6,8,3,0.6
O=C(O)C1CSC2c3ccccc3C(=O)N12 (stereo not drawn),-1,-11,-18,-1.8,2,5,-2,3,0.6
CSc1ncccc1C(=O)OCc1ccccc1Cl,-4,-5,-10,1.3,2,3,12,-11,0.0
NC(=O)c1cc(C(=O)c2ccccc2Cl)c[nH]1,0,-7,3,-0.2,-1,-2,2,-5,1.9

(continued)
smiles,Wee1 stabilizer,Mdm2 ligase inh,NPY-Y2 PAM-ag,S1P4 agonist,Ba/F3 V617F tox,eIF4E-4G inh,BaF3 tox,S1P4 antag,PERK inhibitor
CCn1cc(/C=N\NC(=O)Cc2ccc(Cl)cc2)cn1,-3,-1,-5,-0.4,-3,2,3,-7,0.9
Cc1ccc(C(=O)CSc2nc(C)cc(=O)[nH]2)cc1,-3,-14,1,0.9,2,-6,4,-6,0.1
O=C(NCCCn1ccnc1)c1cc2ccccc2oc1=O,13*,4,-3,-0.4,0,5,1,-17,0.1
C(=C\c1ccccc1)/CNn1cnnc1,2,2,-4,-0.1,-3,0,1,-20,1.3
O=C(CSC1=NCCS1)NCc1ccco1,-1,-1,-5,-0.2,0,3,4,6,0.9
CCCCSc1n[nH]c(N)n1,6,-3,3,1.0,-2,-2[fluorescence artefact?],4,-16,0.4
COC(=O)c1ccc(NC(=O)C2CC(=O)OC2c2ccccc2)cc1 (stereo not drawn),-4,-1,-1,0.0,-1,4,0,-3,1.8
O=C(O)CCc1ccc(-c2cccs2)n1-c1ccc(C(=O)O)cc1,-1,-11,0,1.9,3,1,10,-1,-0.3
Cc1cc(O)c(-c2cc(C(=O)NCCc3ccc(S(N)(=O)=O)cc3)[nH]n2)cc1C,1,7,0,3.0,0,2,-1,-3,1.1
Fc1cccc(Cl)c1CSc1nnc(COc2cccc3cccnc23)o1,1,-11,4,0.7,-1,-2,2,-8,-1.5
COc1ccc(C2=NOC(COc3ccc4c(C)cc(=O)oc4c3)C2)c(OC)c1 (stereo not drawn),7,·,-29,-0.1,78*,-18,70*,6,-0.4
NC(=O)CSc1nnc(-c2ccc3c(c2)OCO3)o1,2,-6,8,0.0,1,-3,3,10,0.5
CC(C)(C)c1ccc(Oc2ccc(N)cc2)cc1,0,-30,19,-0.4,33*,7,37*,20,0.5
CCOC(=O)C1=C(C)Nc2nc3ccccc3n2C1c1cccs1 (stereo not drawn),-2,-24,13,-1.0,4,5,6,4,-0.1
Clc1ccc(Nc2ncn[nH]2)cc1,-3,-14,5,2.4,5,-6,6,-10,0.2

Following part.
smiles,Wee1 stabilizer,Mdm2 ligase inh,NPY-Y2 PAM-ag,S1P4 agonist,Ba/F3 V617F tox,eIF4E-4G inh,BaF3 tox,S1P4 antag,PERK inhibitor
O=C(Cc1ccccc1)Nc1cccc(N2C(=O)C=CC2=O)c1,2,3,-11,1.5,-1,5,4,-12,0.0
CC(=O)Nc1cccc(NC(=O)CSc2nnnn2Cc2ccccc2)c1,0,-3,9,-0.4,-4,-3[fluorescence artefact?],2,-13,0.8
Cc1sc2nc(CSCC(=O)Nc3c(Cl)cccc3Cl)[nH]c(=O)c2c1C,-1,-16,-5,-2.5,-4,2,5,-9,-1.1
O=C(Nc1nc(-c2cc(Cl)sc2Cl)cs1)c1ccccc1,-2,-13,-50,-1.4,0,14,1,-19,-0.5
CCC(C(=O)NC1CCCC1)N(Cc1ccco1)C(=O)Cn1nnc(-c2ccc(C)cc2)n1 (stereo not drawn),-2,-5,4,2.1,0,-7,4,-19,-0.1
CC1=CC(C)C2C(=O)N(c3ccccc3)C(=O)C2C1 (stereo not drawn),-2,-13,3,2.9,0,12,4,-11,1.9
CC(C)C(=O)Nc1nc2c(ncn2C2CC(O)C(CO)O2)c(=O)[nH]1 (stereo not drawn),-2,-2,5,-0.2,-3,-5[fluorescence artefact?],-2,-12,0.0
COc1cccc(CNC(=O)CN2CCC(c3nc4ccc(C)cc4[nH]3)CC2)c1,2,-9,6,0.3,5,0,-8,-14,-0.1
C/C(=N\OCC(=O)Nc1ccccc1Br)c1cccs1,2,-5,-16,1.8,-5,-1,1,-19,0.0

Screening data (PubChem)

Rows were taken by chance, and some 4.1% of all compounds hit somewhere here.
